Screens from PubChem.
Tcruzi prolif: inhibitors of T. cruzi proliferation; T. cruzi beta-gal in NIH3T3, GalScreen luminescence, 90 h; inhibition, % at 8.34 µM; 77,000 tested, 5.9% active;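 active = mean inhibition above about 93%, with at least 55% of replicates each passing it, limit read from the data, passing the limit was not always enough; inconclusive = only one of those two conditions holds; inactive = neither condition holds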
C diff HTS: inhibitors of Clostridium difficile growth | Clostridium difficile clinical isolate growth, OD600, 24 h; stronger effect = lower value | growth activity, negative = inhibition, % at 16 µg/mL (by protocol) | 86,000 tested, 0.25% active | AID 1259249;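 active = mean growth activity at or below -80% and every replicate also at or below -80%; inconclusive = mean at or below -80% but some replicate above -80%; inactive = mean growth activity above -80%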;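 note: 0% = DMSO wells and -100% = levofloxacin 16 µg/mL wells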
GASC1 inh: blocks human GASC-1 (KDM4C) demethylase activity. AID 720574. 96,000 tested, 0.15% active. GST-KDM4C 2-372, H3K9me3 peptide, LANCE TR-FRET. inhibition, % at 12.5 µM. Q9H3R0;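 active = mean replicate inhibition above about 25%, with at least 55% of replicates also reaching it, limit read from the data, passing the limit was not always enough; inconclusive = only one of those two conditions met; inactive = neither condition met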
Target sequence (Q9H3R0 2-372 limits assumed): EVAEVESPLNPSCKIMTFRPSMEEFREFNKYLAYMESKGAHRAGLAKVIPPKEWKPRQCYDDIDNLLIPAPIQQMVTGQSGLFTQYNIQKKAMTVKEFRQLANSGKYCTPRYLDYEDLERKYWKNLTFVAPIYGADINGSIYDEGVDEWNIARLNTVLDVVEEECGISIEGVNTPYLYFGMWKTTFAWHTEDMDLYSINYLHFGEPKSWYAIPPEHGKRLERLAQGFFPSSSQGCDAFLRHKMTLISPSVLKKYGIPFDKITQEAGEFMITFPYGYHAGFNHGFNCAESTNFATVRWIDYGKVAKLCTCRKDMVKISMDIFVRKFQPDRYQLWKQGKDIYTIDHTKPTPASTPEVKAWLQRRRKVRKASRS
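Test system – GST-tagged GASC-1 (JMJD2C) catalytic fragment, aa 2-372 · Medium – HEPES buffer, pH 7.5, plus ascorbate · Reagent – H3K9me3 peptide with Fe(II)/2OG · Compound – one test concentration per compound · Timing – 30 min reaction, 60 min detection, RT · Technique – TR-FRET with Eu antibody and ULight streptavidin, EDTA stop · Read-out basis – inhibition from TR-FRET ratio decrease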
Pf Dd2 growth: P. falciparum Dd2 growth inhibition; SYBR Green, 72 h; stronger effect = lower value; activity change, % at 10 µM; 94,000 tested, 2.3% active; in the data active = activity change below about -80%; inconclusive = no clear call, values can overlap the other calls
The depositor's hits bear a star; ? = inconclusive; · = no result given. Not a hit list (roughly 6.8% active in at least one column).

SMILES	Tcruzi prolif	C diff HTS	GASC1 inh	Pf Dd2 growth
C[C@@H]1CN([C@H](C)CO)C(=O)c2cc(NC(=O)Nc3ccccc3)ccc2O[C@H]1CN(C)Cc1ccc(Cl)c(Cl)c1	-217	-4	11	19
C[C@@H]1CN([C@H](C)CO)C(=O)c2cc(-c3ccc(F)cc3)cnc2O[C@@H]1CN(C)C(=O)Nc1ccc(F)cc1	-111	14	-1.5	3
C[C@@H]1CN([C@@H](C)CO)C(=O)c2cc(NC(=O)Nc3ccc(C(F)(F)F)cc3)ccc2O[C@H]1CN(C)Cc1ccc(-c2ccccc2)cc1	104*	13	0.7	-42
C[C@@H]1CN([C@@H](C)CO)C(=O)c2cc(NS(=O)(=O)c3ccc(Cl)cc3)ccc2O[C@@H]1CN(C)Cc1ccc(C(F)(F)F)cc1	126*	20	-4.0	8
CCCNC(=O)C[C@H]1CC[C@H]2[C@H](COc3ccc(NC(=O)C4CCCC4)cc3C(=O)N2C)O1	44	-4	-0.1	4
COc1ccc2c3c([nH]c2c1)[C@@H](CO)N(C(=O)c1cccc(F)c1)CC31CCN(C(=O)c2cccc(F)c2)CC1	·	5	1.6	-27
CC(C)NC(=O)Nc1ccc2c(c1)C(=O)N([C@@H](C)CO)C[C@H](C)[C@@H](CN(C)CC1CCCCC1)O2	-19	2	-0.5	1
CC(C)NC(=O)Nc1ccc2c(c1)C(=O)N([C@@H](C)CO)C[C@@H](C)[C@H](CN(C)Cc1ccc(Cl)c(Cl)c1)OCCCC[C@@H](C)O2	·	3	-0.1	·
C[C@@H]1CN([C@H](C)CO)C(=O)c2ccccc2-c2ccccc2CO[C@H]1CN(C)C(=O)Nc1ccccc1	32	·	1.0	-50
COCC(=O)Nc1ccc2c(c1)OC[C@H](C)N(C(=O)c1cnccn1)C[C@@H](C)[C@H](OC)CN(C)C2=O	2	·	2.5	-3
CC=Cc1ccc2n(c1=O)C[C@@H]1[C@@H](CO)[C@H](C(=O)NCc3ccncn3)N(C(=O)C3CCCC3)[C@H]21 (mixture of isomers)	·	-2	0.9	23
C[C@@H]1CN([C@H](C)CO)C(=O)c2cc(C3=CCCC3)cnc2O[C@@H]1CN(C)Cc1ccccc1C(=O)O	76	-4	1.5	54
COc1ccc2c3c(n(C)c2c1)[C@@H](CO)N(Cc1ccccc1)CC31CN(S(C)(=O)=O)C1	·	2	-0.8	-18
C[C@@H]1CCCCO[C@@H](CN(C)Cc2ccc(C(F)(F)F)cc2)[C@H](C)CN([C@@H](C)CO)C(=O)c2cc(NC(=O)CCCN(C)C)ccc2O1	49	5	4.6	-57
COc1ccccc1NC(=O)N1CC(=O)N2[C@H](C1)[C@@H](c1ccc(C#CC(C)C)cc1)[C@@H]2CO	·	-5	0.4	-46
O=C(Nc1ccc(F)cc1)N1CCCCN2[C@H](CO)[C@@H](c3ccc(C#Cc4ccccn4)cc3)[C@H]2C1	93	7	-0.3	-37
COc1ccc(NC(=O)Nc2ccc3c(c2)CC(=O)N([C@H](C)CO)C[C@@H](C)[C@@H](CN(C)S(=O)(=O)c2cccs2)O3)cc1	-9	-3	-0.3	-10
C[C@H](CO)N1C[C@H](C)[C@@H](CN(C)Cc2ccccc2)Oc2c(NC(=O)c3ccc(-c4nccs4)cc3)cccc2C1=O	69	10	-0.5	-6
C/C=C/c1ccc([C@@H]2[C@@H](CO)N(C(=O)CC)[C@@H]2CNC(=O)CC)cc1	5	3	-0.4	2
CN1CCN(C(=O)C[C@@H]2C[C@H]3c4cc(NC(=O)NC5CCCCC5)ccc4O[C@H]3[C@H](CO)O2)CC1	11	·	-0.4	4
CCC(=O)N1[C@H](CN(C)C(C)=O)[C@H](c2ccc(-c3cccnc3)cc2)[C@@H]1CO	-15	-4	-0.1	-3
CC(C)CC#Cc1cnc2c(c1)C(=O)N([C@H](C)CO)C[C@H](C)[C@@H](CN(C)Cc1ccccn1)O2	19	-10	6.2	-17
O=C(Nc1cc(F)ccc1F)N1CCCCN2[C@H](CO)[C@H](c3ccc(-c4cncnc4)cc3)[C@H]2C1	112*	-7	0.2	9
CO[C@@H]1CN(C)C(=O)c2ccc(NC(C)=O)cc2OC[C@H](C)N(Cc2nccs2)C[C@H]1C	-20	·	0.0	-15
C[C@H](CO)N1C[C@H](C)[C@@H](CN(C)C(=O)c2ccncc2)Oc2ncc(-c3ccc(C(=O)N(C)C)cc3)cc2C1=O	·	1	·	22

Later entries:
SMILES	Tcruzi prolif	C diff HTS	GASC1 inh	Pf Dd2 growth
COCC(=O)Nc1ccc2c(c1)C(=O)N(C)C[C@@H](OC)[C@H](C)CN(Cc1cccc(F)c1)[C@H](C)CO2	16	·	0.9	-20
C[C@@H]1CN([C@@H](C)CO)C(=O)c2cc(-c3cccc(F)c3)cnc2O[C@@H]1CN(C)S(C)(=O)=O	55	-3	-1.8	-15
CO[C@@H]1CN(C)C(=O)c2cc(NC(=O)C3CCOCC3)ccc2OC[C@H](C)N(C)C[C@@H]1C	-37	-1	0.1	·
COc1cccc(C#Cc2ccc([C@H]3[C@@H](CO)N4C(=O)CN(C(=O)c5ccccc5)C[C@H]34)cc2)c1	·	1	-2.8	-89*
CCC(=O)Nc1ccc2c(c1)OC[C@@H](C)N(C(=O)c1ccccc1F)C[C@@H](C)[C@H](OC)CN(C)C2=O	9	8	-0.4	·
C[C@@H]1CCCCO[C@@H](CN(C)C(=O)Nc2ccc3c(c2)OCO3)[C@H](C)CN([C@@H](C)CO)C(=O)c2cc(NS(=O)(=O)c3ccc(Cl)cc3)ccc2O1	80	2	8.6	11
C[C@H](CO)N1C[C@H](C)[C@H](CN(C)C(=O)Nc2ccc(F)cc2)OCCCC[C@H](C)Oc2ccc(NC(=O)C3CCCCC3)cc2C1=O	75	6	-0.8	-11
COc1ccc(NC(=O)Nc2ccc3c(c2)C(=O)N([C@@H](C)CO)C[C@H](C)[C@@H](CN(C)S(=O)(=O)c2ccccc2)OCCCC[C@@H](C)O3)cc1	75	-3	0.3	-68
COc1ccc(CN(C)C[C@@H]2Oc3c(NC(=O)Nc4ccccc4)cccc3C(=O)N([C@H](C)CO)C[C@@H]2C)cc1	3	0	3.4	1
COc1ccc(S(=O)(=O)Nc2ccc3c(c2)[C@H]2C[C@H](CC(=O)NCC4CC4)O[C@H](CO)[C@H]2O3)cc1	-22	·	1.0	-9
COc1ccc(S(=O)(=O)N(C)C[C@H]2OCCCC[C@H](C)Oc3ccc(NC(=O)Nc4ccccc4)cc3C(=O)N([C@H](C)CO)C[C@@H]2C)cc1	53	-7	-1.4	-38
CC(C)NC(=O)Nc1ccc2c(c1)C(=O)N([C@H](C)CO)C[C@H](C)[C@H](CN(C)C)OCCCC[C@@H](C)O2	-13	5	1.0	15
C/C=C/c1ccc([C@@H]2[C@@H](CO)N(C(C)=O)[C@@H]2CN(CC)C(=O)CN(C)C)cc1	-4	-6	0.3	12
COCCNC(=O)C[C@@H]1C[C@H]2c3cc(NC(=O)c4cccnc4)ccc3O[C@H]2[C@@H](CO)O1	-5	0	0.4	2
C[C@@H]1CN([C@@H](C)CO)C(=O)c2cc(NC(=O)Nc3ccccc3)ccc2O[C@@H](C)CCCCO[C@@H]1CN(C)Cc1ccc2c(c1)OCO2	97*	5	-1.6	?
C[C@H](CO)N1C[C@H](C)[C@@H](CN(C)Cc2cncnc2)Oc2ncc(C#CC3(O)CCCC3)cc2C1=O	25	1	7.5	24
COc1ccc2c3c(n(C)c2c1)[C@H](CO)N(CC1CC1)CC31CN(Cc2nccs2)C1	·	11	2.7	-32
COCCNC(=O)C[C@H]1CC[C@H]2[C@H](COc3ccc(NS(=O)(=O)c4ccc(Cl)cc4)cc3C(=O)N2C)O1	0	-3	1.9	-11
C[C@H](CO)N1C[C@H](C)[C@H](CN(C)C(=O)Nc2ccc3c(c2)OCO3)Oc2ccc(NC(=O)C3CC3)cc2CC1=O	25	-2	0.4	-8
C[C@H]1CN([C@@H](C)CO)C(=O)c2cc(C#Cc3ccccc3)cnc2O[C@@H]1CN(C)C(=O)CCN1CCCCC1	26	4	-3.8	-52
N#C[C@H]1[C@@H](c2ccc(C3=CCCCC3)cc2)[C@H](CO)N1C(=O)c1cccc(F)c1	94	2	-1.1	-6
O=C(C[C@@H]1C[C@H]2c3cc(NC(=O)c4cccnc4)ccc3O[C@H]2[C@@H](CO)O1)NCc1cccnc1	-16	·	2.8	17
C[C@@H]1CN([C@@H](C)CO)C(=O)c2cccc(NC(=O)c3ccncc3)c2O[C@H]1CN(C)C(=O)NC1CCCCC1	4	-1	5.1	0
CCN1[C@H](C(=O)NC2CCCC2)[C@@H](CO)[C@@H]2Cn3c(ccc(-c4ccccc4F)c3=O)[C@@H]21	30	1	-0.1	-15
O=S(=O)(c1ccc(F)cc1)N1CCCCN2[C@H](C1)[C@@H](c1ccc(-c3cncnc3)cc1)[C@@H]2CO	46	-9	0.8	2

Next section (6 carried over from the part before).
SMILES	Tcruzi prolif	C diff HTS	GASC1 inh	Pf Dd2 growth
C[C@H]1CN([C@@H](C)CO)C(=O)c2cc(C#Cc3ccccc3)cnc2O[C@@H]1CN(C)C(=O)CCN1CCCCC1	26	4	-3.8	-52
N#C[C@H]1[C@@H](c2ccc(C3=CCCCC3)cc2)[C@H](CO)N1C(=O)c1cccc(F)c1	94	2	-1.1	-6
O=C(C[C@@H]1C[C@H]2c3cc(NC(=O)c4cccnc4)ccc3O[C@H]2[C@@H](CO)O1)NCc1cccnc1	-16	·	2.8	17
C[C@@H]1CN([C@@H](C)CO)C(=O)c2cccc(NC(=O)c3ccncc3)c2O[C@H]1CN(C)C(=O)NC1CCCCC1	4	-1	5.1	0
CCN1[C@H](C(=O)NC2CCCC2)[C@@H](CO)[C@@H]2Cn3c(ccc(-c4ccccc4F)c3=O)[C@@H]21	30	1	-0.1	-15
O=S(=O)(c1ccc(F)cc1)N1CCCCN2[C@H](C1)[C@@H](c1ccc(-c3cncnc3)cc1)[C@@H]2CO	46	-9	0.8	2
C[C@H](O)C#Cc1ccc2c(c1)O[C@@H](CN(C)Cc1ccccn1)[C@H](C)CN([C@@H](C)CO)S2(=O)=O	5	8	3.2	-19
COc1ccccc1-c1cn(CC[C@H]2CC[C@@H](NC(=O)Cc3ccccn3)[C@@H](CO)O2)nn1	-16	6	0.6	-22
C[C@@H]1CN([C@H](C)CO)C(=O)Cc2cc(NC(=O)NC3CCCCC3)ccc2O[C@H]1CN(C)Cc1ccc(C(F)(F)F)cc1	75	1	3.3	-16
C[C@@H]1CCCCO[C@H](CN(C)C(=O)Nc2cccc3ccccc23)[C@H](C)CN([C@@H](C)CO)C(=O)c2cc(NC(=O)Nc3ccc(C(F)(F)F)cc3)ccc2O1	109*	6	-0.7	-63
C[C@H]1CN([C@@H](C)CO)C(=O)Cc2cc(NC(=O)Nc3cccc4ccccc34)ccc2O[C@@H]1CN(C)Cc1ccc(C(=O)O)cc1	·	-3	-0.2	4
CS(=O)(=O)N1[C@H](CO)[C@@H](c2ccc(C#CC3CCCCC3)cc2)[C@@H]1C#N	93	-3	-0.4	-44
Cc1noc(C)c1NC(=O)Nc1ccc2c(c1)C(=O)N([C@@H](C)CO)C[C@H](C)[C@@H](CN(C)C(=O)Nc1ccc(C(F)(F)F)cc1)OCCCC[C@@H](C)O2	83	-1	-0.5	-79
COc1ccc(NC(=O)Nc2ccc3c(c2)CC(=O)N([C@@H](C)CO)C[C@H](C)[C@H](CN(C)Cc2ccc4c(c2)OCO4)O3)cc1	32	-3	-0.8	16
N#C[C@@H]1[C@@H](c2ccc(-c3ccccc3F)cc2)[C@@H](CO)N1C(=O)C1CCC1	12	4	0.5	-37
COc1ccc(NC(=O)Nc2ccc3c(c2)C(=O)N([C@H](C)CO)C[C@H](C)[C@H](CN(C)Cc2ccc4c(c2)OCO4)O3)cc1	-58	-2	-0.6	0
COc1ccc(S(=O)(=O)N(C)C[C@@H]2Oc3ccc(NS(=O)(=O)c4ccc(F)cc4)cc3C(=O)N([C@@H](C)CO)C[C@@H]2C)cc1	2	2	-0.7	-14
C[C@@H]1CCCCO[C@@H](CN(C)C(=O)Nc2ccc3c(c2)OCO3)[C@H](C)CN([C@@H](C)CO)C(=O)c2cc(NS(C)(=O)=O)ccc2O1	-3	2	·	-4
C[C@@H]1CCCCO[C@H](CN(C)Cc2ccncc2)[C@@H](C)CN([C@H](C)CO)C(=O)c2cc(NC(=O)CCCN(C)C)ccc2O1	40	0	2.9	18
CO[C@@H]1CN(C)C(=O)c2cc(NC(=O)c3ccc(F)cc3)ccc2OC[C@H](C)N(C(C)=O)C[C@@H]1C	28	-3	0.4	-11
CCCN1C[C@@H](C)[C@H](OC)CN(C)C(=O)c2ccc(NC(=O)c3ccccn3)cc2OC[C@H]1C	10	-3	·	24
COc1ccc2c3c(n(C)c2c1)[C@H](CO)N(C(C)=O)CC31CN(Cc2ccccc2OC)C1	·	-6	-0.2	-69
